# PLC-beta3 inh = inhibitors of human phospholipase C beta3; Purified PLC-beta3, fluorogenic substrate, fluorescence; inhibition, % at 12.2 µM; hit rate 0.18% among 370,000; in the data active = inhibition above about 11%;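 note: 0% = median of compound wells on plate and 100% = full blocker control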
# DDE Tn7 FP inh = inhibitors of Tn7 peptide binding to human fibrin DD(E) | FP displacement of FITC-Tn7 peptide from fibrin DD(E); 0% = median of compound wells per plate | P02675 | hit rate 0.13% among 370,000 | inhibition, % at 8.3 µM;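 active = inhibition above the mean of compounds falling within the control limits plus 3 SD of them, cut at about 14% in these data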;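 note: 0% = plate median of compound wells and 100% = 10 µM Aha-Tn7 peptide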
# Target sequence (P02675 whole entry, looked up): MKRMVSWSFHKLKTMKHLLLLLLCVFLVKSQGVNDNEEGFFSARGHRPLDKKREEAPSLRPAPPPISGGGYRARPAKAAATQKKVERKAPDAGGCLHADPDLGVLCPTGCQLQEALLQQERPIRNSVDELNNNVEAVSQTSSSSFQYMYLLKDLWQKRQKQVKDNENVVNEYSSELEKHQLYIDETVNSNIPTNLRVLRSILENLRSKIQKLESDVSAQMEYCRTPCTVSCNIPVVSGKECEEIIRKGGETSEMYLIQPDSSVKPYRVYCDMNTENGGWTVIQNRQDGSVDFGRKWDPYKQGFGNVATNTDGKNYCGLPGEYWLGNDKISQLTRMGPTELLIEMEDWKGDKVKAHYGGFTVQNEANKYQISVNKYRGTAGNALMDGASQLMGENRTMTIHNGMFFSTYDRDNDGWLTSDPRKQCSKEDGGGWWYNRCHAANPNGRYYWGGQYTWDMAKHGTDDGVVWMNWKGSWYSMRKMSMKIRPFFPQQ
#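 Assay system: Human clot-derived fibrin DD(E) complex | Buffer or medium: Tris/NaCl/CaCl2 buffer, pH 7.8 | Repeats: One replicate per compound | Benchmarks: Aha-Tn7 high control | Measure: % inhibition scaled between sample-field median and high-control FP | Schedule: 10 min plus 3 h, room temperature | Signal: Fluorescence polarization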
# KLK7 zymogen act = proKLK7 (human) activation, primary screen; purified proKLK7, EDANS-DABCYL substrate fluorescence; 100% is mature enzyme control, 0% vehicle; activation, % at 7 µM; hit rate 0.9% among 370,000; AID 652039;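 active = activation above the mean of all tested compounds plus 3 SD, computed per campaign excluding outliers beyond control limits, cut at about 13% in these data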
# NR1D1 modulator = Rev-erb alpha (human) modulation; P20393; Rev-erbα–FITC-DNA binding, fluorescence polarization, 90 min; activity, % at 10 µM; hit rate 0.79% among 370,000; AID 1259318;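 active = activity above about 14%, limit read from the data; passing the limit was not always enough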;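 note: 0% = DMSO wells with 35 nM protein and 100% = DMSO wells with 750 nM protein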
# ARFGAP1 inh = inhibitors of rat ARFGAP1; Q62848; Arfgap1-stimulated ARF1 GTP hydrolysis, GDP FP detection; inhibition, % at 16.5 µM; hit rate 0.26% among 360,000;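 active = inhibition above a per-plate limit, mean inhibition of low control wells plus 3 SD, cut at about 25% in these data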;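 note: 0% = DMSO wells with enzyme and 100% = wells lacking Arfgap1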
# Target sequence (Q62848 1-136 limits assumed): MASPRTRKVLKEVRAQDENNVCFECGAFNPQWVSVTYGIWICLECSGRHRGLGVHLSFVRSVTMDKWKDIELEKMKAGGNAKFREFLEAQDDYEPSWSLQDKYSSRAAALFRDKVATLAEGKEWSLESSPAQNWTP
#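 Material: truncated rat Arfgap1 GAP domain; Incubation: compound-enzyme preincubation 20 min, reaction 120 min, detection 60 min, 25 °C; Read-out: percent inhibition of Arfgap1-stimulated GTP hydrolysis; Technique: FP, GDP Alexa 633 tracer displaced from anti-GDP antibody, 620/688 nm; Controls: No-Arfgap1 wells (100%) versus DMSO full-reaction wells (0%); Replication: single well per compound.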
# PLCg1 inh = blocks human PLC-gamma1 enzyme activity; AID 720700; purified PLC-gamma1, fluorogenic substrate, fluorescence; hit rate 0.84% among 370,000; inhibition, % at 12.2 µM; P19174; in the data active = inhibition above about 9.5%
# DDE Tn6 FP inh = disrupts Tn6 cyclic peptide binding to fibrin D-Dimer-E complex. P02675. Fibrin DD(E) TRITC-Tn6 fluorescence polarization displacement. inhibition, % at 8.3 µM. hit rate 0.21% among 370,000. AID 720509;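 active = inhibition above a per-campaign cutoff: mean of compounds within control limits plus 3 SD, cut at about 15% in these data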;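 note: 0% = median of all compound wells on the plate and 100% = blocking peptide control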
# HGIII-sPLA2 inh = Blocks human group III sPLA2 activity; QFRET BODIPY PC-A2 liposome hydrolysis, fluorescence; hit rate 0.56% among 370,000; inhibition, % at 12.2 µM; Q9NZ20; AID 743126;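 active = inhibition above mean plus 3 SD of compounds lying within the high and low control bounds, cut at about 19% in these data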;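 note: 0% = median of test compound wells and 100% = no enzyme DMSO wells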
# ASAP1 inh = blocks human ASAP1-stimulated Arf1 GTP hydrolysis | GDP FP detection | AID 624377 | inhibition, % at 16.5 µM | hit rate 0.19% among 360,000 | Q9ULH1; in the data active = inhibition above about 25%;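 note: 0% = vehicle with enzyme and substrate and 100% = no enzyme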
# Target sequence (Q9ULH1 325-724 limits assumed): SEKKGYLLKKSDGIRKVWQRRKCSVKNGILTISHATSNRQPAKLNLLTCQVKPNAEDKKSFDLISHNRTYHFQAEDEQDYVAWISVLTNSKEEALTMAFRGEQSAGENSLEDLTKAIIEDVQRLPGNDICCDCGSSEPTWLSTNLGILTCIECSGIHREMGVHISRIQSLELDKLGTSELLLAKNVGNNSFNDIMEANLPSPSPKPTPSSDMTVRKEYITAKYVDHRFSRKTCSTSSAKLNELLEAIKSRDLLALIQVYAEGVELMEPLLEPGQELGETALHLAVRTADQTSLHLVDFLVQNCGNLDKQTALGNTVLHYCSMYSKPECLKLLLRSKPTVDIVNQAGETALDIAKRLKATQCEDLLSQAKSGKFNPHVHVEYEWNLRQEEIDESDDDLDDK
# UHRF1 MBD2 ctr = blocks human UHRF1 binding to methylated DNA; AID 687016; UHRF1 binding to methylated oligo, TR-FRET; hit rate 0.75% among 370,000; Q96T88; inhibition, % at 4.4 µM; in the data active = inhibition above about 21%;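 note: UHRF1 SRA domain binding a hemimethylated CpG hairpin DNA probe; 0% = median of test compound wells and 100% = reference inhibitor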
# An asterisk follows results filed as active; / = no result given. Rows are unselected. About 4.5% of those tested had a hit in this group.
SMILES,PLC-beta3 inh,DDE Tn7 FP inh,KLK7 zymogen act,NR1D1 modulator,ARFGAP1 inh,PLCg1 inh,DDE Tn6 FP inh,HGIII-sPLA2 inh,ASAP1 inh,UHRF1 MBD2 ctr
CCOC(=O)N1CCC(N2CCN(S(=O)(=O)c3ccc4ccccc4c3)CC2)CC1,0,2,-0.3,-3,14,5,-2,1,3,5
CCOC(=O)C1=C(C)N(C)C(C)=C(C(=O)OCC)C1c1ccccn1,1,3,0.1,-2,11,1,2,4,-5,-2
Cc1noc(NS(=O)(=O)c2ccc(NC(=O)CCN3C(=O)c4ccccc4C3=O)cc2)c1C,4,5,0.2,4,-3,-1,3,-4,-5,0
CCNC(=O)C1(C)CCCN(C(=O)c2nc3ccccc3s2)C1 (stereo not drawn),0,-3,0.3,1,5,1,-3,-1,-3,-1
COCCNc1c2c(c(C#N)c3nc4ccccc4n13)CCCC2,-204,3,4.6,2,-2,-129,-4,3,-13,-3
CCOC(=O)c1cc2occc2n1Cc1c(F)cccc1Cl,-11,-1,-0.2,5,-8,-9,-9,1,11,0
CN(C(=O)CSc1nnc(-c2ccccc2F)o1)c1ccccc1,-1,-5,0.9,-1,-11,0,0,4,-11,2
CC1(C)CC(=O)C(C(O)c2ccc([N+](=O)[O-])cc2)C(C)(C)N1 (stereo not drawn),-3,-6,-0.2,-5,-3,1,-9,-3,-3,-1
COc1ccc(NC(=O)C(Sc2nnc3ccccn23)c2ccccc2)cc1Cl (stereo not drawn),-1,6,0.0,4,15,-3,2,-26,2,1
COC(=O)C1CN(Cc2cn(CCC3OCCO3)nn2)CCS(=O)(=O)N1Cc1ccc(Cl)cc1 (stereo not drawn),0,-7,-0.1,0,/,2,4,-1,/,16
O=C(Nc1ccccc1C(=O)NC1CCCC1)NC1CCCC1,-1,-1,-0.3,-5,-3,-2,1,5,-3,2
CC(C)C[C@@H](CNCC(=O)[C@H](Cc1ccccc1)NC(=O)c1[nH]cnc1C(=O)N[C@@H](C)CN)NC(=O)c1nc[nH]c1C(=O)N[C@@H](CC(=O)O)C(=O)O,2,0,0.2,-1,-14,-2,2,3,-3,4
CCS(=O)(=O)N1CCN(S(=O)(=O)c2ccc3c(c2)OCCO3)CC1,-4,3,0.1,2,-7,-1,2,-4,-12,0
CCOc1ccc(Nc2nc3ccccc3n2C)cc1,-5,2,0.3,0,-2,1,3,-7,1,1
CC(C)CCNC(=O)CSc1nc2ccccc2s1,-1,-2,-0.7,-2,7,-1,2,-1,6,1

# Arranged by value in NR1D1 modulator (lowest first): some entries from above.
SMILES,PLC-beta3 inh,DDE Tn7 FP inh,KLK7 zymogen act,NR1D1 modulator,ARFGAP1 inh,PLCg1 inh,DDE Tn6 FP inh,HGIII-sPLA2 inh,ASAP1 inh,UHRF1 MBD2 ctr
CCOC(=O)C1=C(C)N(C)C(C)=C(C(=O)OCC)C1c1ccccn1,1,3,0.1,-2,11,1,2,4,-5,-2
COC(=O)C1CN(Cc2cn(CCC3OCCO3)nn2)CCS(=O)(=O)N1Cc1ccc(Cl)cc1 (stereo not drawn),0,-7,-0.1,0,/,2,4,-1,/,16
CCS(=O)(=O)N1CCN(S(=O)(=O)c2ccc3c(c2)OCCO3)CC1,-4,3,0.1,2,-7,-1,2,-4,-12,0
Cc1noc(NS(=O)(=O)c2ccc(NC(=O)CCN3C(=O)c4ccccc4C3=O)cc2)c1C,4,5,0.2,4,-3,-1,3,-4,-5,0

# Remaining list, next part:
SMILES,PLC-beta3 inh,DDE Tn7 FP inh,KLK7 zymogen act,NR1D1 modulator,ARFGAP1 inh,PLCg1 inh,DDE Tn6 FP inh,HGIII-sPLA2 inh,ASAP1 inh,UHRF1 MBD2 ctr
CCOC(=O)Cn1ccc(O)c(Cc2ccc(Cl)cc2Cl)c1=O,-6,-5,-0.5,2,4,1,1,6,-9,5
CC1(C(=O)Nc2ccc3ccccc3c2)CCC(=O)N1CCc1c[nH]c2ccccc12 (stereo not drawn),0,9,0.8,-3,22,2,-6,-92,1,-1
O=C1CSC(c2cccnc2)N1CC1CC1 (stereo not drawn),-5,8,0.1,-1,-5,0,-6,5,-4,-1
Cc1ccccc1C(=O)Nc1ccc(S(=O)(=O)N2CCN(C)CC2)cc1,5,2,-0.4,7,-8,5,-4,-1,-1,2
Cc1ccsc1CNCC(O)c1ccccc1 (stereo not drawn),-3,0,0.1,0,6,2,-1,-3,14,-1
Nc1ccn([C@@H]2O[C@H](C(=O)N[C@H](Cc3ccccc3)C(=O)N3CCC(F)(F)CC3)[C@@H](O)[C@H]2O)c(=O)n1,4,-1,0.6,0,-6,2,4,3,3,-2
Cc1[nH]n(-c2ccccc2)c(=O)c1N=Nc1ccc(C#N)cc1,-2,6,0.2,6,-5,0,1,1,-3,-1
OCCN1CCN(c2nc(-c3ccccc3)c3cc(Br)ccc3n2)CC1,-125,-7,-4.3,-2,17,-111,-13,-49,10,3
CN(c1cccc(Cl)c1)S(=O)(=O)c1cccc(C(=O)NN2CCOCC2)c1,-5,-3,0.3,1,-4,4,4,8,3,-1
CC(C)(C)C(=O)NC(=S)NCCc1ccccc1,-2,6,-0.3,-1,11,2,2,8,-1,3
CN(CC(=O)NCCc1ccc(S(N)(=O)=O)cc1)CC(=O)Nc1ccccc1Cl,-2,-3,0.0,-5,-3,-1,5,2,-7,1
Clc1ccc(-n2c(SC/C=C/c3ccccc3)nnc2-c2ccco2)cc1,1,-2,0.1,0,/,0,0,-11,/,1
O=C(CNc1ccc(C(F)(F)F)cc1)Nc1cccc(S(=O)(=O)N2CCCCC2)c1,-1,4,0.4,1,6,-1,3,-33,10,1
CC(C)[C@H](NS(=O)(=O)c1ccccc1)C(=O)OCC(=O)NC1CCCCC1,1,-4,-0.5,-5,5,3,-12,1,-10,1
CC(C)(Oc1ccc(Cl)cc1)C(=O)NNC(=O)c1ccc(Br)o1,-5,4,0.2,-1,13,-2,13,-5,-10,0
COC(=O)C[C@@H]1CC[C@H]2[C@@H](COc3ccc(NC(=O)c4cc(C)on4)cc3C(=O)N2C)O1,2,-2,0.2,-4,/,1,6,-1,/,1
O=C(CSc1nccn1Cc1ccco1)Nc1cccc(F)c1,-4,9,-0.6,-3,-6,10.0*,-4,-2,15,3
O=C1CCCN2N=C(SCC(=O)Nc3ccc(Cl)cc3)SC2=N1,-8,-2,0.6,1,8,2,4,5,1,1
COc1ccccc1-c1n[nH]c(=S)n1N,-4,-1,-0.7,-1,-11,4,-8,6,-16,-3
CCN(CC)c1ccc(-c2sc(Nc3ccccc3)n[n+]2-c2ccc(F)cc2)cc1,-104,-15,-0.6,6,-5,-73,-2,7,-22,0
COc1ccc(CCNC(=O)c2ccc(=O)[nH]c2)cc1OC,3,2,-0.1,0,12,2,1,2,-3,-1
COc1ccccc1N1C(=O)CC(N2CCN(c3ccc(F)cc3)CC2)C1=O (stereo not drawn),1,-3,-0.6,-8,4,-1,0,0,4,0
Cc1cc(C)n2nc(SCc3nnc(SCc4ccccc4)s3)nc2n1,1,2,0.0,3,-2,-2,3,-2,-4,1
Cc1ccc(C(=O)O/N=C/c2ccc(N(C)C)cc2)cc1,-29,4,-0.6,3,0,-16,-3,3,0,3
CCOC(=O)C1CCCN(C(=O)c2[nH]c(C(F)(F)F)nc2-c2ccccc2)C1 (stereo not drawn),3,-3,0.7,-1,4,0,4,3,3,0
CCOC(=O)c1cc2ccccc2n1C1CCN(CCc2ccccc2)CC1,3,2,-0.2,-7,2,3,4,-6,-10,-4
Cc1c(NC(=S)NC(=O)C(C)(C)C)c(=O)n(-c2ccccc2)n1C,1,8,-0.6,0,-1,2,-1,11,4,1
CCCCC(=O)Nc1nnc(-c2ccc(OC)cc2)s1,-5,0,-0.2,8,-5,-4,-2,1,0,-1
Nc1nc2c(ncn2[C@@H]2O[C@H](C(=O)N[C@H](Cc3ccccc3)C(=O)NCC3CCCCC3)[C@@H](O)[C@H]2O)c(=O)[nH]1,1,-11,0.0,2,5,3,-2,-2,6,1
O=C(CSc1ccc2nnc(-c3cccnc3)n2n1)Nc1ccccc1F,-18,-6,-0.2,-3,5,-7,-6,15,17,7
CCOc1ccccc1C(=O)Nc1nnc(CC)s1,-4,9,-0.4,-3,0,3,8,9,-5,1
CCCNC(=O)c1cc(C2CCCN(C(=O)c3ccccc3)C2)on1 (stereo not drawn),2,-5,0.0,-3,-3,7,-3,10,9,2
COCC(=O)OCc1cc2cccc(C)c2[nH]c1=O,-7,1,-0.1,6,1,1,-4,5,-10,1
O=C(CCS(=O)(=O)c1ccc(Br)s1)N1CCc2ccccc21,-3,-1,0.3,4,-1,1,0,6,-3,2
CCCNC(=O)N[C@H]1C=C[C@H](CC(=O)NC2CCCCC2)O[C@@H]1CO,-1,5,-0.1,-5,7,1,-5,9,17,4
Cc1ccc2nc(NC(=S)NC(=O)c3cccs3)sc2c1,-2,11,0.2,5,-6,0,12,3,3,0
OCCN(CC#CC(O)(c1ccccc1)c1ccccc1)CCO,2,-6,0.3,-2,2,1,-3,-6,1,8
COc1ccc(CS(=O)c2nc(C)cc(C)c2S(C)(=O)=O)cc1 (stereo not drawn),4,5,-0.3,-1,7,-2,-7,0,-3,0
C/C(=N\NC(=O)C1CCCN(S(=O)(=O)c2ccccc2)C1)c1ccccn1 (stereo not drawn),0,9,0.4,-3,-1,3,8,-4,9,-2
COc1ccc(C2C(C(C)=O)=C(C)Nc3ncnn32)c(OC)c1OC (stereo not drawn),-4,1,0.8,-1,4,5,4,1,1,-2
CN(C)CCn1c(=O)n(Cc2ccccc2)c(=O)c2c3c(sc21)CCCCC3,0,-2,0.3,-2,-2,6,2,-14,1,1
COc1ccc(NC(=O)OCCN2CCN(Cc3ccccc3)CCC2=O)cc1,-1,3,-0.3,-2,-1,1,4,4,7,3
Cc1cc(=O)[nH]c(SCC(=O)N2CCCc3ccccc32)n1,2,6,-0.6,-2,6,2,0,3,7,-1
Cc1cnc(C(=O)Nc2nnc(C3CC3)s2)cn1,0,-7,-0.1,-3,-4,2,4,7,2,1
Cc1cn([C@H]2C[C@H](O)[C@@H](CNCc3ccc4ncccc4c3)O2)c(=O)[nH]c1=O,1,3,0.2,4,3,0,2,4,-10,-1
O=C(CSCCO)Nc1cc(C(F)(F)F)ccc1Cl,0,-1,-0.2,-1,-5,-3,-5,3,-2,0
Cc1nnc(Cn2cnc3c2c(=O)n(C)c(=O)n3C)o1,3,-9,0.1,0,12,3,6,3,6,-1
O=C1NC2(CCCc3ccccc32)C(=O)N1CCOc1ccc(Br)cc1 (stereo not drawn),3,1,0.2,1,-4,4,4,-3,1,0
CCC(=O)N(CCC1(C(C)C)CCOC(C)(C)C1)Cc1ccco1 (stereo not drawn),-4,-4,0.5,7,-3,-4,-3,-6,20,1
O=C(COc1ccc2ccc(=O)oc2c1)NC1CCCC1,-16,-6,0.9,6,8,-5,-8,4,-5,-1
COc1ccc(-c2noc(-c3ccco3)n2)cc1OC,0,0,-0.5,-1,9,-2,3,-3,-8,-2

# Assay outcomes as filed in PubChem.
